Assay outcomes deposited in PubChem by several laboratories.
ROMK mod – modulates human ROMK potassium channel activity | AID 1918 | Tet-inducible ROMK, thallium flux fluorescence; actives lie on both sides | B-score at 10 µM | hit rate 2% among 130,000 | P48048;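 active = signal ratio slope over the read window, or its plate-corrected B-score, at least 3 SD from the plate mean, either direction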;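 note: B-score of the F/F0 ratio slope over 7 to 12 s after thallium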
Target sequence (P48048 whole entry, looked up): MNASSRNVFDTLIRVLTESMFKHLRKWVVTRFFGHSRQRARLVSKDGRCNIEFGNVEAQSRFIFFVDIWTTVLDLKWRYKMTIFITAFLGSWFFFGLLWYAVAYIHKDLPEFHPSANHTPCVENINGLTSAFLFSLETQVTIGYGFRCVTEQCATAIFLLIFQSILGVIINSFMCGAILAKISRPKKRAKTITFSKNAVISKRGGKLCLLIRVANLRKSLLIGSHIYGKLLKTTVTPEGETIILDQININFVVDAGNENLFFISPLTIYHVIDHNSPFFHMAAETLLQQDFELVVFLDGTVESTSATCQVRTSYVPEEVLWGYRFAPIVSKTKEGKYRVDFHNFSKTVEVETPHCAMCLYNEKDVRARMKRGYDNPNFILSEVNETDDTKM
RAM inhibit – inhibitors of the yeast RAM network; S. cerevisiae dse1pr::URA3 reporter, 5-FOA growth OD615, 2 d; analog-sensitive cbk1-as2 kinase mutant strain; inhibition, % at 50 µM; hit rate 1.8% among 190,000; AID 868;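 active = inhibition above a set limit, 3 SD over mean compound inhibition, cut at about 8.4% in these data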;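 note: 0% = DMSO-only wells with no growth and 100% = 10 µM 1-NA-PP1 full growth; inhibition rescues growth on 5-FOA so higher OD means more RAM inhibition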
PPARg SRC-1 ag – PPARgamma-driven SRC-1 recruitment agonism; activation, % at 8 µM; P37231; PPARgamma-SRC-1 coactivator recruitment biochemical assay; hit rate 0.41% among 200,000; in the data active = activation above about 19%;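 note: 0% = DMSO and 100% = reference agonist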
Target sequence (P37231 whole entry, looked up): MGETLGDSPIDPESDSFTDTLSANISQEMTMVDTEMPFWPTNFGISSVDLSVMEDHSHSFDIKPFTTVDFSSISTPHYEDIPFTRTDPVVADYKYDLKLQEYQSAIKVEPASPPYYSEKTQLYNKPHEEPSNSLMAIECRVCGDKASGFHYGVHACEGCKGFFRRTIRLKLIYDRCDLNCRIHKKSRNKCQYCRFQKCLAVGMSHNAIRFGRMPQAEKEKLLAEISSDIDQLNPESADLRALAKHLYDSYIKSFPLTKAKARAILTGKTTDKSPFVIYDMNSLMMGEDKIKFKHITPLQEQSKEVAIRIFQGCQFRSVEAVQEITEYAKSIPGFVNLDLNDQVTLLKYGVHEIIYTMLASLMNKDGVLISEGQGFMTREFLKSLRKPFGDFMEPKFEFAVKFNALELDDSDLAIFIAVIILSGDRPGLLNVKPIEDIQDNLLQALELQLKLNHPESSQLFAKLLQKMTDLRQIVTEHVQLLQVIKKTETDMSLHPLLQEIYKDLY
bIAP inh – blocks bovine intestinal alkaline phosphatase activity; purified bovine IAP, CDP-star luminescence, 30 min; inhibition, % at 20 µM; 190,000 tested, under 10 active; AID 1019;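 active = over 50% inhibition of intestinal alkaline phosphatase at 20 µM in the single-dose screen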
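Assay system – bovine IAP enzyme · Quantity – bovine IAP at 1/65,000,000 final dilution · Detection – CDP-star luminescence signal · Times – 30 min reaction at room temperature · Also added – CDP-star substrate at 30 µM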
PPARg SRC2 recr – PPARgamma-driven SRC-2 recruitment agonism; P37231; PPARgamma LBD-SRC-2 recruitment, biochemical; activation, % at 8 µM; hit rate 0.34% among 200,000; in the data active = activation above about 22%;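 note: 0% = vehicle and 100% = reference agonist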
HMGR II inh – blocks class II HMG-CoA reductase of Enterococcus faecalis. purified E. faecalis HMGR, NADPH absorbance 340 nm kinetic. inhibition, % at 10 µM. hit rate 0.41% among 190,000. AID 1066;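 active = inhibition above a set limit, the median over all tested compounds plus 3 SD, cut at about 9.5% in these data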;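 note: enzyme runs in reverse so mevalonate oxidation gives rising NADPH absorbance; 0% = complete reaction with DMSO and 100% = background rate lacking mevalonate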
Redox H2O2 prof – compounds producing H2O2 with reducing agent – biochemical, NIH compound library profiling, artefact control for MLSCN library redox annotation, primary screen; DTT-dependent redox cycling H2O2, phenol red/HRP absorbance; 100% = 100 µM peroxide control, 0% = buffer; hit rate 0.03% among 200,000; AID 878; activation, % at 10 µM;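 active = activation of at least 50% relative to the plate's high and low controls in the primary single-dose screen; inactive = activation below 50%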;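 note: compound incubated with DTT at 0.8 mM final as the reducing agent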
Lmaj promast – reduces viability of Leishmania major promastigotes; hit rate 9% among 200,000; resazurin fluorescence viability; inhibition, % at 10 µM; in the data active = inhibition above about 50%;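 note: promastigotes grown with compound for 44 hours at 28 °C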
S1P3 antag – antagonists of human S1P3 receptor; inhibition, % at 4.98 µM; CHO S1P3 NFAT-BLA reporter, FRET fluorescence, antagonist mode; AID 485; Q99500; hit rate 0.27% among 170,000;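 active = inhibition above the plate cutoff, the mean inhibition of test wells on that plate plus 3 SD, cut at about 28% in these data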;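 note: cells challenged with S1P at its EC80 of 0.8 µM; blue over green emission ratio from cleaved BLA substrate after 4 h stimulation; 0% = S1P-stimulated wells and 100% = unstimulated DMSO-only wells; some compounds past the cut are filed as inactive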
PPARg SRC-3 ag – agonists of human PPARgamma SRC-3 coactivator recruitment. P37231. biochemical PPARgamma/SRC-3 coactivator recruitment assay. activation, % at 8 µM. hit rate 0.26% among 200,000. AID 731; in the data active = activation above about 23%;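 note: 0% = DMSO and 100% = reference agonist; some compounds past the cut are filed as inactive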
TR-FRET SRC-2 ct – flags TR-FRET format artefacts in PPARgamma SRC-2 recruitment agonist screen; TR-FRET artefact counter-screen; active compounds read high; TR-FRET ratio at 8 µM; hit rate 0.4% among 200,000; AID 1049; in the data active = TR-FRET ratio above about 2000; note: inactives centre near 1500; reference of the scale not given here
* marks the source's active call; other numbers are inactive results; x = not tested or not shown. Random draw from the library. About 13% of those tested had a hit in this group.

SMILES | ROMK mod | RAM inhibit | PPARg SRC-1 ag | bIAP inh | PPARg SRC2 recr | HMGR II inh | Redox H2O2 prof | Lmaj promast | S1P3 antag | PPARg SRC-3 ag | TR-FRET SRC-2 ct
CCNC(=O)COC(=O)c1cc(C)n(-c2ccccc2)c1C | 0.86 | 0.0 | -3 | 8 | 6 | -3 | -0.4 | -6 | -12 | 2 | 1695
CCOC(=O)/C=c1\s/c(=C\c2ccc3cc(OC)ccc3c2)c(=O)n1CC(=O)NCc1ccc2c(c1)OCO2 | -6* | 2.4 | -10 | -2 | 8 | -1 | -0.1 | -4 | 12 | 5 | 1418
Cc1oc(-c2ccc(-c3ccccc3)cc2)nc1CN1CCN(CC(=O)N(C)C)CC1 | -0.54 | -0.7 | -3 | -21 | 1 | 2 | -0.1 | -7 | 3 | 3 | 1290
COc1cccc(CN(C)CC(=O)NCc2ccccc2Cl)c1OC | -0.098 | -0.4 | 3 | -3 | 5 | -2 | -0.3 | 3 | -9 | 3 | 1495
COc1ccc(C(=O)NC2(C(F)(F)F)C(=O)Nc3c2c(=O)[nH]c(=O)n3CCc2ccc(OC)c(OC)c2)cc1 (stereo not drawn) | x | 1.5 | 8 | 4 | -8 | -2 | 2.1 | -4 | x | 2 | 1419
CCOc1ccc(CN2CCN(Cc3cccc4c3OCO4)CC2CCO)cc1 (stereo not drawn) | 0.028 | -0.5 | -2 | -6 | 1 | 3 | -0.9 | 77* | -2 | -1 | 1448
COC(=O)c1sccc1NC(=O)Cn1nnc(-c2ccccc2C)n1 | x | 7.3 | 0 | -10 | -4 | -7 | -0.6 | 8 | -20 | 0 | 1427
CCN(CC)c1ccc(N=Cc2ccc([N+](=O)[O-])o2)cc1 | -0.47 | 2.8 | 8 | 3 | 16 | -4 | -0.6 | 91* | -28 | 12 | 1908
Cc1cccc(NC(=O)CCC(=O)NCCO)c1 | -2.8 | 0.8 | -8 | 21 | 11 | 0 | 1.1 | -4 | x | -1 | 1417
CN1CCN(C(=S)c2cn(CCOc3ccccc3F)c3ccccc23)CC1 | -1 | -1.2 | 2 | -5 | -3 | 0 | -0.1 | 27 | -1 | 6 | 1552
COC(=O)CN(c1ccccc1OC)S(=O)(=O)c1ccccc1 | -0.34 | 1.8 | -1 | -5 | 2 | -1 | 0.2 | -5 | 8 | -10 | 1596
O=C(Nc1ccccc1)c1ccc(N2CCN(c3ccccn3)CC2)c(S(=O)(=O)N2CCOCC2)c1 | -0.93 | -0.2 | -1 | -5 | -1 | -2 | 0.1 | 35 | x | -10 | 1443
CC(C)CNC(=O)c1cccc(NC(=O)C2CCCO2)c1 (stereo not drawn) | x | 1.9 | -2 | 3 | 6 | -4 | 1.6 | -3 | -23 | -1 | 1621
COc1ccc(Nc2cc(C(=O)NCCCN3CCN(C)CC3)c3ccccc3n2)cc1OC | 0.29 | -0.3 | 0 | x | 3 | -2 | 0.4 | 5 | -26 | -6 | 1625
CC(C)NC(=O)NC(=O)COc1ccc(Br)cc1Br | 0.2 | -2.0 | 1 | -16 | 3 | 2 | x | 67* | -15 | -5 | 1475
COc1ccc(Nc2oc(COc3cccc(C)c3)nc2C#N)cc1 | 0.61 | 3.8 | 8 | 20 | 1 | -1 | -0.7 | 2 | 46 | 13 | 1464
Cc1ccc(C)c(OCc2nnc(N)s2)c1 | x | 2.3 | -9 | 12 | -7 | -5 | -3.4 | -4 | x | 5 | 1516
COc1cccc(CC(=O)n2nc(N)c3cc4ccc(OC)cc4nc32)c1 | x | 2.1 | -3 | -10 | 6 | 0 | -0.5 | -4 | x | 7 | 1575
CC(C(=O)N(C1CC1)C1(C(=O)Nc2ccccc2)CCCC1)N1C(=O)c2ccccc2C1=O (stereo not drawn) | x | 1.1 | 6 | -2 | 0 | -1 | -0.5 | 43 | 24 | -3 | 1430
CCOC(=O)CN(C(=O)CSc1nnc2c(n1)[nH]c1c(C)cc(C)cc12)c1ccccc1 | -0.67 | 8.9* | -2 | 7 | -3 | -2 | 0.4 | -4 | x | -11 | 1419
COc1ccc(NC(=O)c2ccco2)cc1NC(=O)c1cccnc1 | -0.37 | 1.0 | 5 | 1 | 12 | 1 | 0.5 | 8 | -2 | 10 | 1464
N#Cc1cc2c(=O)n3ccccc3nc2n(CCCn2ccnc2)c1=N | x | 2.1 | -10 | 4 | 0 | -1 | 1.8 | 8 | -17 | 1 | 1401
COCCN(C(=O)CSc1nnc(C)n1Cc1ccccc1)c1c(N)n(CC(C)C)c(=O)[nH]c1=O | 0.22 | 2.0 | 5 | -22 | 9 | 1 | -1.6 | 4 | -25 | 2 | 1632
O=C(NCCCN1CCc2ccccc2C1)Nc1ccc(Cl)cc1 | x | -1.1 | 1 | -5 | -6 | -1 | 1.3 | 78* | x | -1 | 1481
O=[N+]([O-])c1cccc(Nc2nc(Cl)nc(Cl)n2)c1 | 0.019 | 3.1 | -4 | -3 | -3 | 1 | 1.0 | -1 | 3 | 0 | 1401
c1ccc(-c2cnc(-c3cccnc3)o2)cc1 | x | 0.0 | 6 | 9 | 4 | 4 | -0.2 | -4 | 21 | -8 | 1585
O=C1NCCN(Cc2ccoc2)C1CC(=O)N(CCO)Cc1ccccc1 (stereo not drawn) | 0.51 | -0.7 | -2 | -4 | 0 | 0 | -0.3 | -2 | 3 | -1 | 1720
O=C1C2CCC(C(O)C2)N1Cc1ccccc1 (stereo not drawn) | x | -0.4 | 3 | -2 | -1 | -6 | 0.0 | -4 | -24 | 1 | 1500
CC(C)NC(=O)Cn1nnc(-c2cccc(NC(=O)c3ccccc3F)c2)n1 | -0.6 | 2.2 | 0 | 1 | -3 | -3 | -0.3 | 39 | 6 | -5 | 1484
O=C(O)C1CCCCC1C(=O)NCCCn1ccnc1 (stereo not drawn) | 0.66 | -0.4 | 2 | 6 | 2 | -5 | 0.1 | 0 | x | -3 | 1139
CCOC(=O)C1CCN(c2c(N3CCCCCC3)c(=O)c2=O)CC1 | x | 0.8 | 0 | -1 | 1 | -4 | -0.4 | -7 | 1 | 8 | 1416
COc1cc(/C=N/Nc2nc3ccccc3o2)cc(OC)c1O | x | 0.7 | 9 | -13 | 12 | -1 | -0.1 | 4 | x | 9 | 1443
O=C(CN(c1ccccc1Cl)S(=O)(=O)c1ccccc1)N/N=C/c1ccccc1C(=O)O | 0.82 | 3.2 | 14 | -28 | 0 | -3 | -1.1 | -6 | -15 | 6 | 1677
CCOC(=O)c1sc2ncn(CC(=O)N(CC)CC)c(=O)c2c1C | -0.078 | 3.2 | 9 | 6 | 10 | 3 | 1.6 | 16 | -3 | 8 | 1698
C/C(CCc1oc2c(Br)cc(Br)cc2c1-c1ccc(C)o1)=N\O | -0.09 | 4.3 | 5 | -6 | 16 | -3 | 0.1 | 18 | x | 6 | 1551
COC(=O)Cn1c(=O)c2c(nc(Br)n2Cc2ccccc2Cl)n(C)c1=O | x | 7.1 | 2 | -4 | 4 | x | -8.9 | -2 | x | 6 | 1419
COc1cc(S(=O)(=O)N(Cc2ccccn2)Cc2ccccc2Cl)ccc1-n1cnnn1 | x | 2.0 | 2 | 5 | 10 | -2 | -0.1 | 20 | x | 2 | 1719
CCCOc1ccc(CC(=O)NNC(=S)Nc2ccccc2)cc1Br | x | 15* | 6 | 19 | 4 | -5 | 0.8 | 23 | x | 6 | 1529
O=C(Cn1cnc([N+](=O)[O-])n1)N/N=C/c1ccc2ccccc2c1 | x | 0.0 | 0 | 16 | -5 | 2 | 0.5 | 96* | 3 | 1 | 1687
CC(C)(C)NC(=O)c1ccccc1-c1nc(-c2ccccc2Cl)no1 | 0.39 | 2.1 | -2 | -12 | -4 | -8 | -0.2 | 5 | 17 | -4 | 1427
CC(C)c1ccc(NC(=O)C(=O)C2C(=O)Nc3ccccc32)cc1 (stereo not drawn) | 0.25 | 3.7 | 1 | -1 | 5 | -3 | 0.3 | 1 | 10 | 3 | 1737
O=C(NCCCN1CCN(c2cccc(Cl)c2)CC1)c1nc(-c2ccncc2)no1 | -0.74 | 0.1 | 4 | -2 | -2 | -1 | -0.9 | 38 | x | 7 | 1732
CC12CN3CC(C)(CN(C1)C3c1ccc3c(c1)OCO3)C2 (stereo not drawn) | -0.82 | 0.4 | 3 | 12 | 0 | -2 | -0.1 | -5 | -12 | -1 | 1507
O=C1c2cccc3c(N4CCOCC4)c([N+](=O)[O-])cc(c23)C(=O)N1c1cccc2ccccc12 | -0.0059 | 4.7 | -1 | 10 | 2 | -3 | -0.4 | 11 | -1 | 2 | 1554
CCOc1cccc(N2C(=O)CC(N3CCC(C(N)=O)(N4CCCCC4)CC3)C2=O)c1 (stereo not drawn) | -0.69 | -0.7 | 2 | 0 | 5 | -1 | 1.6 | -4 | 2 | 3 | 1654
CC(=O)Nc1ccccc1-c1nc2ccc(C(=O)N3CCN(c4cc(C)ccc4C)CC3)cc2[nH]c1=O | x | 4.0 | 0 | -7 | -4 | -3 | -2.3 | 56* | x | 14 | 1668
O=C(CN(c1ccc(F)cc1)S(=O)(=O)c1ccc2c(c1)OCCO2)N1CCOCC1 | x | 3.3 | 0 | 2 | 3 | -1 | -0.1 | -5 | -13 | 3 | 1328
COc1ccc(NCc2nnc(SCc3ccc(Cl)cc3)n2-c2ccccc2)cc1 | -2.7 | 3.2 | 2 | 14 | 2 | -3 | 0.5 | 41 | 1 | 5 | 1577
O=C(COC(=O)Cc1c[nH]c2ccccc12)Nc1ccccc1 | -0.41 | 0.7 | -1 | 11 | 5 | -2 | -0.1 | 3 | -10 | -1 | 1525
O=C(CSc1nc2c(c(=O)[nH]1)CCC2)Nc1cccc(Cl)c1 | -0.054 | 8.1 | 5 | 4 | -5 | -1 | 1.9 | -8 | -12 | -14 | 1428
New compounds follow:
SMILES | ROMK mod | RAM inhibit | PPARg SRC-1 ag | bIAP inh | PPARg SRC2 recr | HMGR II inh | Redox H2O2 prof | Lmaj promast | S1P3 antag | PPARg SRC-3 ag | TR-FRET SRC-2 ct
Cc1nc(-c2ccc(NC(=O)c3cccs3)cc2)cs1 | -0.28 | 6.6 | 2 | 5 | 19 | 5 | 0.2 | -1 | 9 | 4 | 1810
Fc1ccc(/C=N/NC(=S)Nc2ccc(Cl)cc2)cc1F | x | 3.5 | 2 | 0 | 2 | 0 | 0.6 | -8 | -1 | -3 | 1477
Cc1cc(/C(=N/O)C(C)(C)NO)ccc1Cl | x | -1.1 | 7 | 7 | 5 | -1 | -1.4 | -2 | -41 | 5 | 1794
CC(=O)n1c2c(c3ccccc31)OC(N)=C(C#N)C2c1ccc(C(C)C)cc1 (stereo not drawn) | x | 0.7 | -3 | 16 | 4 | -2 | 3.0 | 9 | x | -5 | 1541
Cc1ccc(S(=O)(=O)NNC(=O)Nc2ccc(Cl)cc2)cc1 | -0.15 | 3.7 | -4 | -8 | -3 | -8 | -0.2 | -3 | 1 | -6 | 1619
